From PubChem BioAssay
GASC1 inh: inhibitors of human demethylase GASC-1 KDM4C | inhibition, % at 12.5 µM | GST-KDM4C 2-372, H3K9me3 peptide, LANCE TR-FRET | 0.15% of 96,000 active | Q9H3R0;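 active means mean replicate inhibition above about 25%, with at least 55% of replicates also reaching it, limit read from the data, passing the limit was not always enough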
Target sequence (Q9H3R0 2-372 limits assumed): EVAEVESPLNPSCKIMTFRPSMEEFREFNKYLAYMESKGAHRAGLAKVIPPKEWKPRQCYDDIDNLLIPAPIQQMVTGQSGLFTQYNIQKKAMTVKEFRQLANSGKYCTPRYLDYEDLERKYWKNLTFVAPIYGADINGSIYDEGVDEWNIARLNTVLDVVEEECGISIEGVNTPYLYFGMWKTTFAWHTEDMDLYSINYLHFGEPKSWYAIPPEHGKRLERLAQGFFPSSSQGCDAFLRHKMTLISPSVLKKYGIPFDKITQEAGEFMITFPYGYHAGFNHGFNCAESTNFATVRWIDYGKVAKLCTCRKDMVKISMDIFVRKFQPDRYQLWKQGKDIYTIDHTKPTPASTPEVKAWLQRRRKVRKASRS
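System: N-terminal GST-fused human GASC-1 (KDM4C) fragment, residues 2-372; amount: enzyme final amount 10 nM; incubation: reaction 30 min RT, detection step 1 h RT; medium: HEPES buffer, pH 7.5, plus ascorbate; technique: LANCE TR-FRET, Eu antibody, ULight-streptavidin, EDTA, ex 340 nm, em 618/671 nm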
Pf Dd2 inh: P. falciparum Dd2 growth inhibition; activity change, % at 10 µM; 2.3% of 94,000 active; SYBR Green, 72 h; hits give low values; in the data active means activity change below about -80%
Tcruzi prolif: T. cruzi proliferation inhibition; T. cruzi beta-gal in NIH3T3, GalScreen luminescence, 90 h; inhibition, % at 8.34 µM; 5.9% of 77,000 active; AID 624255;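 active means mean inhibition above about 93%, with at least 55% of replicates each passing it, limit read from the data, passing the limit was not always enough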
C diff growth: C. difficile growth inhibition; Clostridium difficile clinical isolate growth, OD600, 24 h; hits give low values; 0.25% of 86,000 active; AID 1259249; growth activity, negative = inhibition, % at 16 µg/mL (by protocol);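 active means mean growth activity at or below -80% and every replicate also at or below -80%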;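 further: 0% = DMSO wells and -100% = levofloxacin 16 µg/mL wells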
The depositor's hits bear a star; / = not tested or not shown; & = joins results of further samples. Random draw from the library; any-hit rate near 6.7%.

SMILES	GASC1 inh	Pf Dd2 inh	Tcruzi prolif	C diff growth
C[C@@H]1CCCCO[C@@H](CN(C)C(=O)c2ccccc2)[C@@H](C)CN([C@H](C)CO)C(=O)c2cc(NS(C)(=O)=O)ccc2O1	0.1	-1.8	-5.0	4.4
CCC(=O)N(C)C[C@@H]1Oc2ncc(Br)cc2C(=O)N([C@H](C)CO)C[C@H]1C	0.6	25.8&24.5	-63.2&-30.1	-1.1&0.6
CO[C@@H]1CN(C)C(=O)c2ccc(NC(=O)Nc3cc(F)ccc3F)cc2OC[C@@H](C)N(C(=O)c2cnccn2)C[C@@H]1C	-3.0	12.7	/	3.4
CN1[C@@H]2CN(C(=O)Nc3cc(F)ccc3F)c3ccccc3[C@@H]2[C@@H]1CO	0.0	-13.7	69.2	-1.1
COc1ccc(CN(C)C[C@@H]2OCc3cn(nn3)CCCC(=O)N([C@@H](C)CO)C[C@H]2C)cc1	1.3	26.0	-69.9	2.5
C[C@H]1CCCCO[C@@H](CN(C)S(=O)(=O)c2cccs2)[C@@H](C)CN([C@@H](C)CO)C(=O)c2cc(NC(=O)Nc3ccc4c(c3)OCO4)ccc2O1	0.6	-64.3	111.2*	-0.3
COc1ccccc1NC(=O)N[C@@H]1CC[C@H](CCNS(=O)(=O)c2ccc(F)cc2)O[C@H]1CO	0.6	4.8	0.1	-0.7
C[C@@H]1CCCCO[C@H](CN(C)C(=O)Nc2cccc3ccccc23)[C@@H](C)CN([C@H](C)CO)C(=O)c2cc(NC(=O)CCCCCC(=O)Nc3ccccc3N)ccc2O1	-0.7	-47.4	16.7	3.8
O=C(NC[C@@H]1CC[C@@H]2[C@@H](CN2Cc2cccc(Cl)c2)O1)C1CCC1	/	6.4	/	-1.9
CC(=O)N(C)C[C@H]1Oc2ncc(C#CCc3ccccc3)cc2C(=O)N([C@@H](C)CO)C[C@@H]1C	2.3	-4.7	-4.2	-2.7
O=C(c1ccncc1)N1CC(=O)N2[C@H](CO)[C@@H](c3ccc(-c4cccnc4)cc3)[C@H]2C1	-0.1	19.5	/	4.2
C[C@H]1CN([C@@H](C)CO)C(=O)c2cc(C#CC3CCCC3)cnc2O[C@@H]1CN(C)C(=O)c1ccncc1	-0.7	0.9	/	/
C[C@@H]1CN([C@@H](C)CO)C(=O)c2cc(/C=C/c3ccccc3)cnc2O[C@@H]1CN(C)S(C)(=O)=O	10.5	0.2	-1.0	4.6
CN1c2ccc(-c3ccccc3)cc2[C@@H]2[C@@H](CCN2C(=O)NC2CCCCC2)[C@H]1CO	-1.0	-58.7	/	-3.1
COc1ccc(CNC(=O)C[C@@H]2C=C[C@H](NC(=O)c3cccc(F)c3)[C@@H](CO)O2)cc1	-0.5	-9.7	-39.4	1.2
Cn1cnc(S(=O)(=O)N2CCCCN3[C@@H](CO)[C@H](c4ccc(C#CC5CC5)cc4)[C@@H]3C2)c1	/	-3.3	20.2	-5.3
CN1C(=O)c2cc(NC(=O)Nc3ccc(Cl)cc3)ccc2OC[C@H]2O[C@@H](CC(=O)O)CC[C@@H]21	-1.7	12.6	33.7	20.0
C[C@@H]1CN([C@H](C)CO)C(=O)c2cccc(NS(=O)(=O)c3cn(C)cn3)c2O[C@H]1CN(C)CC1CCCCC1	5.7	15.7	101.7*	3.3
Cc1noc(C)c1NC(=O)N(C)C[C@@H]1OCCCC[C@H](C)Oc2ccc(NC(=O)Nc3cccc4ccccc34)cc2C(=O)N([C@H](C)CO)C[C@@H]1C	0.4	17.6	37.6	-4.0
O=C(C[C@H]1C[C@@H]2c3cc(NC(=O)C4CCOCC4)ccc3O[C@@H]2[C@@H](CO)O1)NCc1ccccc1F	1.8	-3.9	-22.0	-0.9
C/C=C/c1ccc2c(c1)O[C@@H](CN(C)C(=O)CC1CC1)[C@@H](C)CN([C@H](C)CO)S2(=O)=O	-1.8	-14.2	67.7	-0.2
C[C@@H]1CN([C@@H](C)CO)C(=O)c2cc(N(C)C)ccc2O[C@@H]1CN(C)S(=O)(=O)c1cccs1	4.3	-4.7	49.1	-0.3
C[C@H](CO)N1C[C@H](C)[C@H](CN(C)S(=O)(=O)c2ccc(Cl)cc2)Oc2c(NC(=O)C3CCCCC3)cccc2C1=O	-2.5	-27.1	-139.4	8.4
COc1cccc(NC(=O)N[C@H]2C=C[C@@H](CC(=O)Nc3ccccc3)O[C@H]2CO)c1	-2.4	10.5	/	1.8
C[C@@H]1CN([C@H](C)CO)S(=O)(=O)c2ccc(/C=C/c3ccccc3)cc2O[C@@H]1CN(C)C(=O)c1ccncc1	0.8	8.5	12.9	-13.7
CC(C)CC#Cc1ccc2c(c1)O[C@H](CN(C)CC1CCOCC1)[C@@H](C)CN([C@@H](C)CO)S2(=O)=O	-1.8	-70.2	105.6	16.0
C[C@H](CO)N1C[C@H](C)[C@H](CN(C)Cc2ccc3c(c2)OCO3)Oc2ccc(NC(=O)C3CC3)cc2C1=O	0.1	25.0	-27.6	0.4
CC(C)NC(=O)Nc1ccc2c(c1)C(=O)N([C@@H](C)CO)C[C@H](C)[C@H](CN(C)Cc1ccncc1)OCCCC[C@H](C)O2	1.0	-17.5	10.7	17.1
COCC(=O)N1C[C@H](C)[C@@H](OC)CN(C)C(=O)c2cc(NC(=O)c3cc(C)on3)ccc2OC[C@H]1C	0.4	-7.6	25.5	/
C[C@H]1CN([C@@H](C)CO)C(=O)CCCn2nncc2CO[C@@H]1CN(C)C(=O)Nc1ccc(N2CCN(C)CC2)cc1	0.1	-65.4	/	-1.1
CCCNC(=O)N1C[C@@H](O)COC[C@H]2O[C@@H](CC(=O)NCc3ccc(Cl)c(Cl)c3)CC[C@@H]21	-0.4	2.9	-8.7	10.9&5.1
Cc1ccc(-c2ccc3c(c2)O[C@H](CN(C)Cc2ccc(F)cc2)[C@H](C)CN([C@H](C)CO)S3(=O)=O)cc1	-1.0	-64.3	84.6	4.9
C[C@@H]1CN([C@H](C)CO)C(=O)c2cc(NS(=O)(=O)c3ccccc3)ccc2O[C@H]1CN(C)Cc1ccc(C(F)(F)F)cc1	-1.8	12.1	68.1	0.5
CC=Cc1ccc2n(c1=O)C[C@H]1[C@H](CO)[C@@H](C(=O)N3CCCCC3)[C@@H]2N1CC1CCCC1 (mixture of isomers)	0.2	6.6	13.7	5.0
CO[C@H]1CN(C)C(=O)c2ccc(NC(=O)Nc3ccccc3)cc2OC[C@H](C)N(C(=O)CC2CC2)C[C@@H]1C	0.4	-26.9	/	4.1
C[C@@H](NC(=O)C[C@@H]1CC[C@H](NC(=O)C2CCC2)[C@H](CO)O1)c1ccccc1	0.7	13.8	-28.2	/
C[C@H](CO)N1C[C@H](C)[C@H](CN(C)S(=O)(=O)c2ccccc2)OCCCC[C@H](C)Oc2ccc(NC(=O)Cc3ccccc3)cc2C1=O	-0.9	-5.4	/	/
C[C@@H]1CN([C@@H](C)CO)C(=O)Cc2cc(NS(=O)(=O)c3ccccc3)ccc2O[C@H]1CN(C)Cc1ccc(C(=O)O)cc1	-1.4	33.1	/	8.7
COc1ccccc1-c1cnc2c(c1)C(=O)N([C@@H](C)CO)C[C@@H](C)[C@H](CN(C)Cc1ccccc1)O2	/	-5.1	102.8	-4.6
O=C(N[C@@H]1C=C[C@@H](CC(=O)N2CCOCC2)O[C@@H]1CO)c1ccccn1	-1.1	-26.0	5.8	-0.2
COc1cccc(NC(=O)N(C)C[C@H]2Oc3ncc(C#Cc4ccncc4)cc3C(=O)N([C@H](C)CO)C[C@H]2C)c1	5.9	11.0	/	17.5
C[C@@H]1CCCCO[C@@H](CN(C)C(=O)CCC(F)(F)F)[C@H](C)CN([C@@H](C)CO)C(=O)c2cc(NS(=O)(=O)c3ccc(F)cc3)ccc2O1	-0.7	-13.5	/	-10.5
C[C@H](CO)N1C[C@H](C)[C@H](CN(C)Cc2ccc(C(F)(F)F)cc2)Oc2ccc(NS(C)(=O)=O)cc2CC1=O	0.5	-0.2	46.6	-7.1
CC(C)CC#Cc1cnc2c(c1)C(=O)N([C@H](C)CO)C[C@H](C)[C@@H](CN(C)C(=O)NC1CCCC1)O2	-2.5	-21.4	45.3	6.1
C[C@@H]1CN([C@H](C)CO)C(=O)Cc2cc(NC(=O)Nc3ccc(C(F)(F)F)cc3)ccc2O[C@H]1CN(C)Cc1ccc(Oc2ccccc2)cc1	-0.9	-4.6	47.9	8.9
Cn1cnc(S(=O)(=O)N2CC[C@@H]3[C@H]2c2cc(-c4ccc(F)cc4)ccc2N[C@@H]3CO)c1	-0.3	-12.1	62.0	-6.2
COc1ccc(S(=O)(=O)N[C@H]2CC[C@@H](CCNC(=O)Cc3ccccn3)O[C@@H]2CO)cc1	0.5	14.5	-41.4	/
CO[C@@H]1CN(C)C(=O)c2cc(NC(C)=O)ccc2OC[C@H](C)N(C(=O)c2ccccn2)C[C@@H]1C	2.9	12.5	-47.8	-2.3
C[C@@H]1CN([C@@H](C)CO)C(=O)c2cc(C#CCN(C)C)cnc2O[C@H]1CN(C)Cc1ccc(C(=O)O)cc1	6.0	4.7	-33.9	-1.0
C[C@H](CO)N1C[C@H](C)[C@@H](CN(C)CC2CC2)OCCCC[C@H](C)Oc2ccc(NC(=O)Nc3ccc(F)cc3)cc2C1=O	0.5	/	39.8	1.9
More results follow:
SMILES	GASC1 inh	Pf Dd2 inh	Tcruzi prolif	C diff growth
O=C(C[C@H]1CC[C@H]2[C@@H](COC[C@H](O)CN2Cc2cccc(F)c2)O1)NCc1cccc(F)c1	0.5	-21.3	31.8	/
C[C@@H]1CN([C@H](C)CO)C(=O)c2cccc(NS(=O)(=O)c3ccccc3)c2O[C@H]1CN(C)S(=O)(=O)c1ccc(F)cc1	8.8	29.9	35.3	20.5
N#C[C@H]1[C@@H](c2ccc(-c3cccnc3)cc2)[C@@H](CO)N1C(=O)C1CC1	3.4	18.7	49.8	-6.8
C[C@@H]1CN([C@H](C)CO)C(=O)c2cc(NC(=O)Nc3ccc(F)cc3)ccc2O[C@@H](C)CCCCO[C@@H]1CN(C)Cc1ccccc1	-1.7	-79.1	72.6	2.4
O=C(c1ccc2c(c1)OCO2)N1CC[C@H]2[C@H](CO)Nc3ccc(-c4ccc(F)cc4)cc3[C@H]21	-2.3	-10.5	-0.1	0.0
C[C@H]1CN([C@@H](C)CO)C(=O)c2cc(NC(=O)CCCCCC(=O)Nc3ccccc3N)ccc2O[C@@H]1CN(C)S(C)(=O)=O	0.2	55.1	/	-4.6
COc1ccc(CN(C)C[C@H]2Oc3ccc(NS(=O)(=O)c4ccccc4)cc3C(=O)N([C@H](C)CO)C[C@H]2C)cc1	1.2	5.3	/	0.5
CO[C@@H]1CN(C)C(=O)c2ccc(NS(C)(=O)=O)cc2OC[C@H](C)N(Cc2cncnc2)C[C@@H]1C	-0.9	23.3	-32.3	/
O=C(Nc1ccc2c(c1)[C@H]1C[C@H](CC(=O)N3CCOCC3)O[C@@H](CO)[C@H]1O2)NC1CCCCC1	-0.8	8.9	16.6	/
CCCNC(=O)N1CC2(C1)[C@@H](c1ccccc1)[C@H](CO)N2C(=O)C1CC1	-1.2	25.8	/	1.8

4 compounds picked at random from those above:
SMILES	GASC1 inh	Pf Dd2 inh	Tcruzi prolif	C diff growth
C[C@H]1CN([C@@H](C)CO)C(=O)c2cc(NC(=O)CCCCCC(=O)Nc3ccccc3N)ccc2O[C@@H]1CN(C)S(C)(=O)=O	0.2	55.1	/	-4.6
CO[C@@H]1CN(C)C(=O)c2ccc(NS(C)(=O)=O)cc2OC[C@H](C)N(Cc2cncnc2)C[C@@H]1C	-0.9	23.3	-32.3	/
N#C[C@H]1[C@@H](c2ccc(-c3cccnc3)cc2)[C@@H](CO)N1C(=O)C1CC1	3.4	18.7	49.8	-6.8
O=C(C[C@H]1CC[C@H]2[C@@H](COC[C@H](O)CN2Cc2cccc(F)c2)O1)NCc1cccc(F)c1	0.5	-21.3	31.8	/

Later entries:
SMILES	GASC1 inh	Pf Dd2 inh	Tcruzi prolif	C diff growth
Cc1ccc(-c2ccc3c(c2)O[C@H](CN(C)CC2CC2)[C@H](C)CN([C@H](C)CO)S3(=O)=O)cc1	-2.7	-48.3	30.1	5.8
CCS(=O)(=O)N[C@H]1CC[C@@H](CC(=O)NCc2ccccn2)O[C@H]1CO	-0.4	-6.9	-26.7	/
C[C@@H]1CN([C@@H](C)CO)C(=O)c2cc(NS(=O)(=O)c3ccc(Cl)cc3)ccc2O[C@H]1CN(C)C(=O)Nc1cccc2ccccc12	0.2	-28.9	22.8	-8.3
O=C(c1ccccc1)N1CC(=O)N2[C@@H](CO)[C@H](c3ccc(-c4ccccc4)cc3)[C@@H]2C1	1.0	-13.0	/	13.0
Cc1ccc(S(=O)(=O)Nc2ccc3c(c2)C(=O)N([C@H](C)CO)C[C@@H](C)[C@@H](CN(C)C(=O)Nc2cccc4ccccc24)OCCCC[C@@H](C)O3)cc1	-2.2	-86.1*	108.4*	2.5
C[C@H](CO)N1C[C@H](C)[C@H](CN(C)CC2CC2)Oc2ccc(NC(=O)CCC(F)(F)F)cc2C1=O	2.0	22.1	-32.7	0.0
C[C@H]1CN([C@@H](C)CO)C(=O)c2cc(-c3ccc(F)cc3)cnc2O[C@@H]1CN(C)Cc1ccc(C(=O)O)cc1	3.4	8.5	21.7	5.6
O=C(CN1CCOCC1)NCC[C@H]1CC[C@@H](NC(=O)Cc2ccccn2)[C@@H](CO)O1	1.9	13.2	47.9	/
